NSD2 inh = NSD2 histone methyltransferase inhibitors, primary screen, biochemical, AlphaScreen, single concentration, set 2. Histone-lysine N-methyltransferase NSD2 (Homo sapiens), O96028. NSD2 peptide methylation, 120 min. inhibition, % at 12.5 µM. actives 0.54% (n = 310,000); in the data active = inhibition above about 50%
Target sequence (O96028 whole entry, looked up): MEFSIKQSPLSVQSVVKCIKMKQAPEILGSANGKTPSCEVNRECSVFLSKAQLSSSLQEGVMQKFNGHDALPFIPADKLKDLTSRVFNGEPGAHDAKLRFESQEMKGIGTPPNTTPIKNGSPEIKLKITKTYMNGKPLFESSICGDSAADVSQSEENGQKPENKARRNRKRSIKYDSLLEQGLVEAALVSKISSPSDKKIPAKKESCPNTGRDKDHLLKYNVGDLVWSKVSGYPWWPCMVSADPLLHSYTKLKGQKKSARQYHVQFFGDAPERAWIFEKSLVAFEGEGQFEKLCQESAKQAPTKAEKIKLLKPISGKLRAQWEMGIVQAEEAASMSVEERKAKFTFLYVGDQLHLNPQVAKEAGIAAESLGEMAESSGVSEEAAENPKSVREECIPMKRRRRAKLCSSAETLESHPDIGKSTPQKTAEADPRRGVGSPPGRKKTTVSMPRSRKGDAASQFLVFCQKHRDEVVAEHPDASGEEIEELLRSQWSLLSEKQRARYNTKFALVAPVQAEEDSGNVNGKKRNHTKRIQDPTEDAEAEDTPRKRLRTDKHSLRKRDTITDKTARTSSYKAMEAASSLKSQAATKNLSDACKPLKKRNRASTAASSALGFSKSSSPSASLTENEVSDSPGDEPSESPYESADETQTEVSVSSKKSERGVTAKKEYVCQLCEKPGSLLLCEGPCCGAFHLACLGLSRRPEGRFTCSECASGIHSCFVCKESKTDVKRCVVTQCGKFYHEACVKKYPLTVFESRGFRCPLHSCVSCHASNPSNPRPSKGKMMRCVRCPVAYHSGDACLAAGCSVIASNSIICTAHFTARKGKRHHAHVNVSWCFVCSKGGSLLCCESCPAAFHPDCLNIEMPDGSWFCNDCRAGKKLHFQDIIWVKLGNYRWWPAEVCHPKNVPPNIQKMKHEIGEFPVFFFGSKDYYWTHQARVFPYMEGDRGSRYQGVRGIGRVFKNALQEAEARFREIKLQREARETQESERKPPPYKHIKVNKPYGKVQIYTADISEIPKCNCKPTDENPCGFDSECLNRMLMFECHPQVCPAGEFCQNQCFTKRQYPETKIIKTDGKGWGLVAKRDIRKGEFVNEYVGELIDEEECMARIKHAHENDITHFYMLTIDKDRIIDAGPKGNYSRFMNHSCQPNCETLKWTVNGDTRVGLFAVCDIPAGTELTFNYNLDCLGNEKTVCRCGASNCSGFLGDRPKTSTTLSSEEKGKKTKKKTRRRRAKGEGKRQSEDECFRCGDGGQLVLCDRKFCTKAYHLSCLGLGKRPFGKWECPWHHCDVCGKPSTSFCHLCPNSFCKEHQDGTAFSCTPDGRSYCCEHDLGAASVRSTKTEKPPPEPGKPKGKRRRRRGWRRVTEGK
DSG3 Ab inh = inhibitors of pemphigus antibody binding to DSG3, primary screen, biochemical, bead-based, flow cytometry, scFv-GFP; Desmoglein-3 (Homo sapiens), P32926; DSG3-coupled beads, scFv-anti-DSG3-GFP binding; hits give low values; binding (percent of control), % at 10 µM; actives 0.48% (n = 310,000); AID 588358, 2011;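 active = binding more than 3 SD below its plate's average and above zero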;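 note: hits lower antibody fragment binding to DSG3; some compounds called inactive have numbers as strong as hits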
PKA-R1A activ = activators of PKA-R1A holoenzyme, primary screen, biochemical, fluorescence polarization, Cy5-IP20, bovine R1A, mouse PKAc | cAMP-dependent protein kinase type I-alpha regulatory subunit (Bos taurus) + … | PKA-R1A dissociation; scaled: DMSO 0%, 113 µM cGMP 100% | activation, % at 11.4 µM | actives 0.083% (n = 340,000);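 active = percent activation above the mean of all tested compounds plus 3 SD, cut at about 19% in these data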;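 note: higher means more PKAc released from R1A so a rise in polarization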
dFosB activator = activators of delta FosB homodimer, primary screen, biochemical, fluorescence polarization, TAMRA-CDK5 oligo, single point; Protein FosB (Mus musculus), P13346; purified delta FosB; percent of positive-control signal above neutral wells; activation, % at 25 µM; actives 0.99% (n = 340,000); AID 493131, 2011;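 active = mean activation above about 17%, with every replicate also reaching it, limit read from the data, passing the limit was not always enough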;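 note: fluorescence polarization rise as delta FosB binds a TAMRA Cdk5 AP-1 oligo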
SR-BI HDL uptake = inhibitors of SR-BI mediated HDL lipid uptake, primary screen, ldlA[mSR-BI] cells, fluorescence, single point | Scavenger receptor class B member 1 (Mus musculus), Q61009 | ldlA[mSR-BI] CHO cells, DiI-HDL uptake fluorescence, 3 h | inhibition, % at 12.5 µM | actives 0.96% (n = 320,000);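 active = mean replicate inhibition of at least 70% and a set share of replicates each scoring 70 or more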;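 note: 0% = median of neutral control wells and 100% = median of positive control wells; values of inactives mirror those of a sister screen read the other way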
SR-BI DiI-HDL act = activators of SR-BI mediated DiI-HDL uptake, primary screen, ldlA[mSR-BI] CHO cells, DiI fluorescence; 3 h; 100 = double the neutral-control signal; activation, % at 12.5 µM; actives 0.096% (n = 320,000); AID 504775, 2011;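 active = mean replicate activation of at least 60% and every replicate at or above 60%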;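 note: 0% = median plate neutral-control signal and 100% = twice that signal; values of inactives mirror those of a sister screen read the other way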
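Material: SR-BI-overexpressing, LDLR-lacking CHO cells | Dosing: Single compound concentration, delivered by pin transfer | Probe or stimulus: Labelled HDL, 10 µg/mL | Signal: Bottom-read cell fluorescence after medium removal, ex 550/em 595 nm | Schedule: 3 h, 37 °C | Evaluation: HDL uptake via cellular fluorescence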
Mot1-301 SUMO = yeast Mot1-301 growth rescue at high temperature, primary screen, SUMOylation pathway inhibitor project, S. cerevisiae, ATP luminescence, 38.5C; S. cerevisiae Mot1-301 growth rescue; percent above DMSO median, 100 means doubled; growth rescue, % at 18.8 µM; actives 1% (n = 320,000);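 active = every valid replicate shows activation above 250% relative to neutral control wells; inactive = the rest, any valid replicate at or below 250%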;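 note: OY570 slx delta 5 strain wells were the positive control but not used for scaling; some compounds called inactive have numbers as strong as hits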
Arrestin-AP2 inh = inhibitors of beta-arrestin/AP2 binding, primary screen, biochemical, GPCR trafficking, flow cytometry; FITC-arrestin peptide / GST-AP2 beads; AP2 beta2 appendage carries R879A mutation; beta-arrestin 1 C-terminal peptide binding to AP2 beta2-adaptin appendage (human); actives 0.31% (n = 340,000); AID 504490, 2011; inhibition, % at 10 µM;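 active = inhibition above a set limit, near 3 SD of compounds lacking own fluorescence, cut at about 54% in these data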;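 note: plate controls were DMSO wells for no effect and 5 µM unlabelled arrestin peptide for full effect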
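System: GST-AP2 R879A glutathione beads; medium: PBS, Tween 20 0.05%, BSA 0.1%; reagent: fluorescein-tagged arrestin peptide at 50 nM final; schedule: pre-incubation 12 min, peptide binding 1 h, room temperature; detection: flow cytometry, FL1 (488/535 nm); read-out: inhibition as reduced fluorescein signal on beads, percent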
PKA-R2B activ = activators of PKA-R2B holoenzyme, primary screen, biochemical, fluorescence polarization, Cy5-IP20, human; PKA-R2B holoenzyme dissociation; R2B truncated from residue 108, S112A mutant; 0% DMSO only, 100% 113 µM cGMP; AID 504700, 2011; cAMP-dependent protein kinase catalytic subunit beta (Homo sapiens) + cAMP-dependent …; activation, % at 11.4 µM; actives 0.079% (n = 340,000);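 active = activation above a cutoff set at the mean over all compounds plus 3 SD, cut at about 18% in these data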;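 note: higher means more holoenzyme dissociation and a rise in polarization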
MITF act = activators of MITF-driven TRPM1 promoter reporter, primary screen, cell-based, SK-MEL-5, luciferase, single point | AID 588334, 2011 | SK-MEL-5 TRPM1-promoter luciferase, 24 h; % of positive control, neutral wells = 0 | actives 0.75% (n = 300,000) | activation, % at 12.5 µM;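 active = mean activation of at least 80% with every replicate also reaching 80%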;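 note: 0% = neutral control wells and 100% = parthenolide positive control wells; values of inactives mirror those of a sister screen read the other way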
CDK5 p35 inh = inhibitors of human CDK5/p35 kinase, primary screen, biochemical, single concentration. Recombinant CDK5/p35, ADP-Glo luminescence, 60 min. inhibition, % at 10 µM. actives 0.01% (n = 330,000). AID 488839, 2010;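 active = highest replicate inhibition of at least 50% and at least 75% of replicates reaching 50%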;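 note: plate controls were DMSO neutral control for no effect and GW8510 at 10 µM for full effect; many of its hits are not listed in these tables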
Active calls of the source: *; i = inactive; . = not tested or not shown.

SMILES	NSD2 inh	DSG3 Ab inh	PKA-R1A activ	dFosB activator	SR-BI HDL uptake	SR-BI DiI-HDL act	Mot1-301 SUMO	Arrestin-AP2 inh	PKA-R2B activ	MITF act	CDK5 p35 inh
O=C(CC1C(=O)NCCN1C(=O)Nc1ccc(Cl)cc1)Nc1ccc(F)cc1 (stereo not drawn)	-0.7	100.9	-8.0	-6.0	4.8	-4.8	7.2	25.2	-6.6	5.9	-1.5
COc1ccc(S(=O)(=O)N(CC(=O)NCC2CCCO2)C2CCCCC2)cc1OC (stereo not drawn)	1.9	.	6.8	-4.1	-6.5	6.5	39.1	9.9	2.0	6.1	4.4
COC(=O)c1cc(OC)c(OC)c(OC)c1NC(=O)c1ccc(S(=O)(=O)N(C)C)cc1	-1.2	.	-7.8	-3.1	0.2	-0.2	-6.7	-3.0	-1.7	0.5	-1.4
CCCCn1c(SCC(=O)NC2CCCC2)nnc1-c1ccco1	-3.5	125.4	-1.6	-5.8	.	.	-0.6	16.6	5.5	-1.4	1.8
COc1cccc(NC(=O)c2ccc3c(c2)N(C)CCS3)c1	.	102.9	-15.3	-0.1	91.4*	-91.4	-8.2	18.8	-1.4	58.2	-0.1
O=C(NN=Cc1ccccc1C(=O)O)c1cccc(S(=O)(=O)Nc2cccc(C(F)(F)F)c2)c1	-1.2	109.4	3.4	-2.9	-36.1	36.1	-4.9	35.0	1.2	1.6	-1.6
C=CCOc1ccc(C2C(C(=O)c3ccco3)=C(O)C(=O)N2CCCN(CC)CC)cc1 (stereo not drawn)	21.3	105.2	-6.8	-4.3	-42.1	42.1	-14.7	-1.8	-0.6	-8.4	-0.5
CCOc1ccc(NC(=O)c2ccc3c(c2)N(Cc2ccc(F)cc2)C(=O)CS3=O)cc1 (stereo not drawn)	.	108.0	-13.6	-5.7	17.1	-17.1	-8.3	7.7	-2.7	-5.0	0.6
O=c1nccc(N/N=C/c2ccccc2O)[nH]1	-1.6	97.6	1.1	0.6	-26.6	26.6	-17.3	9.0	-7.4	-11.3	-2.2
CN(C)CCN(C(=O)c1ccc(S(=O)(=O)N(C)c2ccccc2)cc1)c1nc2cc3c(cc2s1)OCO3	0.8	.	-6.8	13.2	0.2	-0.2	10.0	-19.5	-5.7	5.0	0.5
O=C(NCc1ccccn1)c1cccc(NS(=O)(=O)c2ccc(Br)cc2)c1	12.9	90.5	7.1	-6.0	0.5	-0.5	-16.6	4.1	-8.4	5.4	-0.3
COc1ccc(NC(=S)N2CCC(NC(=O)c3cccc(F)c3)CC2)cc1	-4.0	98.4	0.8	1.7	-6.7	6.7	315.8	16.4	-8.9	-5.7	0.9

Some entries already given with just PKA-R2B activ, NSD2 inh and SR-BI DiI-HDL act:
mol | PKA-R2B activ | NSD2 inh | SR-BI DiI-HDL act
O=C(NN=Cc1ccccc1C(=O)O)c1cccc(S(=O)(=O)Nc2cccc(C(F)(F)F)c2)c1 | 1.2 | -1.2 | 36.1
C=CCOc1ccc(C2C(C(=O)c3ccco3)=C(O)C(=O)N2CCCN(CC)CC)cc1 (stereo not drawn) | -0.6 | 21.3 | 42.1

Next part.
SMILES	NSD2 inh	DSG3 Ab inh	PKA-R1A activ	dFosB activator	SR-BI HDL uptake	SR-BI DiI-HDL act	Mot1-301 SUMO	Arrestin-AP2 inh	PKA-R2B activ	MITF act	CDK5 p35 inh
CCCN(CCC)CCCNC(=O)CC(C(=O)N1CCc2ccccc21)n1ccnc1 (stereo not drawn)	22.0	103.9	-1.0	-5.1	-3.7	3.7	20.5	3.1	-0.2	-12.5	0.3
Nn1c(COc2ccc(Cl)cc2)nc2ccccc2c1=O	3.2	87.1	8.2	-13.9	-18.8	18.8	-10.1	-5.2	3.1	98.8*	.
Cc1ccc(S(=O)(=O)N2CN(CC3CCCO3)c3nc4ccccc4nc32)cc1 (stereo not drawn)	11.2	95.4	-6.6	-12.4	-7.0	7.0	0.3	-1.8	4.0	0.5	1.1
COc1cc2c(cc1OC)CN(C(=O)c1cc(S(=O)(=O)N3CCOCC3)ccc1C)CC2	.	98.7	-1.1	-0.8	0.8	-0.8	-17.7	1.7	-1.4	9.7	2.5
O=C(NCc1ccco1)C(=O)NCC1OCCN1S(=O)(=O)c1ccc(F)cc1 (stereo not drawn)	.	110.8	2.9	-5.1	-13.5	13.5	91.2	3.7	-5.9	.	-2.6
O=C(/C=C/c1ccccc1)OCN1C(=O)c2ccccc2C1=O	-1.5	96.5	0.6	-0.5	-14.3	14.3	-19.1	1.4	-4.7	6.5	-0.6
CCOc1ccc(C2c3[nH]c4ccccc4c3CCN2C(=O)Cn2cncn2)cc1 (stereo not drawn)	9.4	105.3	-4.4	-4.1	15.8	-15.8	-3.9	-10.1	-9.3	-6.0	-1.3
N#Cc1ccc(OC(=O)Cc2ccsc2)cc1	-0.7	103.2	3.2	0.8	3.9	-3.9	-4.7	-6.3	-3.8	2.4	1.8
COc1cc(NC(=O)Nc2cccc(Cl)c2)c(OC)cc1NC(=O)CN1CCCCC1	2.7	.	-19.9	-12.2	60.5	-60.5	3.3	-4.9	-0.9	-3.7	-1.2
COC(=O)c1sccc1NC(=S)N1CCCC(C)C1 (stereo not drawn)	.	101.3	-5.8	1.4	-0.4	0.4	1.5	4.2	-1.0	.	-0.5
Cc1cc(C)n2nc(C(=O)OCC(=O)c3cc(C)n(C)c3C)nc2n1	4.3	82.7	12.0	-5.0	-10.4	10.4	2.0	8.6	0.1	-3.8	-1.3
O=C(NC1CC2CCCC(C1)N2C(=O)Nc1ccccc1)C1CC1 (stereo not drawn)	4.1	86.8	-6.1	3.7	.	.	-17.5	9.4	-8.4	-25.5	0.3
COC(=O)C1=C(C)NC(C)=C(C(=O)OC)C1C(=O)OCc1nc2cc(C(=O)OC)ccc2c(=O)[nH]1	-0.9	104.8	15.2	-8.2	9.2	-9.2	28.9	-11.4	8.8	2.7	-0.5
COCCOC(=O)C1=C(C)N=C2SCCC(=O)N2C1c1ccc(OC(=O)c2ccco2)cc1 (stereo not drawn)	-0.1	108.1	0.4	-6.2	2.8	-2.8	-3.0	2.7	5.3	.	-0.6
O=C(Cc1ccc(NC(=O)C2CCCN(C(=O)CCc3ccccc3)C2)cc1)Nc1ccc(C(=O)N2CCOCC2)cc1 (stereo not drawn)	.	103.8	-11.2	-5.2	58.6	-58.6	.	-19.0	-12.1	8.1	0.2
Cc1cc(NC(=O)CSCCc2ccncc2)no1	.	104.7	12.8	-2.5	-10.9	10.9	2.4	-1.9	6.2	.	-2.0
CCOC(=O)Cc1csc(NC(=O)C(C)(C)CC)n1	0.0	98.6	2.6	3.3	-5.2	5.2	24.2	7.6	-1.6	25.7	0.5
O=C(c1cccc(F)c1)N1CCN(Cc2ccco2)CC1	0.8	101.4	10.0	2.8	3.6	-3.6	-8.4	-8.7	-4.8	-2.6	1.7
COc1cc(OC)cc(C(=O)NC(C(=O)NNC(=O)c2ccc(C)cc2)C(C)C)c1 (stereo not drawn)	0.1	97.1	7.5	-11.5	-10.8	10.8	10.7	62.9*	-4.3	-9.8	-3.0
O=c1cc(CNC2CCCCC2)c2ccccc2[nH]1	-3.4	102.4	-2.4	-4.8	-16.5	16.5	-7.8	6.8	-7.1	.	1.8
CCc1nc(SCC(=O)NC2CC2)c2c(C)c(C)sc2n1	2.5	105.9	-0.8	-4.4	.	.	23.1	1.3	7.0	.	-0.6
Cc1nc(Cl)cc(CS(=O)(=O)c2ccc(Cl)cc2)n1	-1.4	97.0	-3.3	10.0	-11.3	11.3	-7.2	-1.3	-14.0	-1.2	0.3
OC(Cn1nnc2ccccc21)Cn1c(C(F)(F)F)nc2ccccc21 (stereo not drawn)	17.0	114.8	-11.5	-4.3	-28.1	28.1	i	0.5	-10.1	-5.3	-2.4
COC(=O)C1(O)CC(C(C)C)=NN1C(=O)c1ccc(Cl)cc1 (stereo not drawn)	.	99.2	2.8	3.5	-16.7	16.7	-4.3	-10.0	-5.5	0.2	0.6
Cc1c(C)c(C)c(S(=O)(=O)N2CCNCC2)c(C)c1C	-4.5	106.7	0.4	-11.6	0.1	-0.1	-11.0	10.1	-6.4	8.4	-0.1
COC(=O)CC1C(=O)NCCN1Cc1cn(-c2ccc(C)cc2)nc1-c1cccc(C)c1 (stereo not drawn)	0.0	.	-8.3	-20.0	-9.4	9.5	2.7	-13.2	-3.5	21.3	-1.0
COc1cccc(CNC(=O)c2ccc(OCC(=O)N3CCOCC3)c(OC)c2)c1	.	100.1	2.5	-9.9	-19.2	19.2	102.7	0.4	-2.6	5.2	0.1
COc1ccccc1CNC(=O)Cn1cc2c(n1)CCCC2	.	104.0	-8.4	-10.3	-8.5	8.5	71.9	-4.6	-9.8	-2.1	0.0
CCCCC(=O)NC(c1ccc(Cl)cc1Cl)c1ccc2cccnc2c1O (stereo not drawn)	-0.7	132.5	-16.0	-23.9	51.2	-51.2	-13.9	6.2	0.3	.	2.1
CC(=O)Nc1ccc(NC(=O)c2ccc(C3SCC(=O)N3CCc3ccccc3)cc2)cc1 (stereo not drawn)	0.5	118.3	-1.0	-1.7	47.6	-47.6	-1.8	-5.7	-1.3	-9.7	-0.4
CC1CCc2c(sc(NC(=O)c3ccc(Cn4cc(Br)cn4)o3)c2C(N)=O)C1 (stereo not drawn)	.	105.9	-4.4	-6.0	30.3	-30.3	24.1	3.0	2.4	5.0	0.5

Screening data from PubChem BioAssay.
